Source: PubChem (several laboratories)
Shn3 3UTR inh: reduces Shn3 3'UTR luciferase signal in osteoblasts; inhibition, % at 12.5 µM; AID 588674; 360,000 tested, 0.52% active; Clone20 osteoblast Shn3 3'UTR firefly luciferase, 24 h;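 active means mean inhibition of at least 75% with every replicate also reaching 75%; inconclusive means mean inhibition at least 75% but some replicate below; inactive means mean inhibition below 75%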;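 further: 0% = median of neutral control wells and 100% = pilot-screen positive control compound; some compounds past the cut are filed as inactive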
HIF-2a inh: blocks HIF-2a reporter activity | 786-0 RCC cells HIF-2a reporter, luciferase luminescence, overnight | inhibition, % at 18.8 µM | 360,000 tested, 0.72% active | AID 624352;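 active means inhibition of the luminescence signal of 40% or more relative to plate controls, in a single-dose primary screen at 18.75 µM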
NR2E3 ag-1: NR2E3 (human) agonism | inhibition of corepressor binding, % at 4.78 µM | 320,000 tested, 0.12% active | GST-NR2E3/biotin-RetCOR TR-FRET, 1536-well | AID 2300;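 active means percent inhibition above the cutoff of mean plus 3 SD of all tested compounds, set per screening campaign, cut at about 20% in these data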;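 further: 0% = DMSO wells and 100% = biotin wells as full block of FRET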
Target sequence (Q9Y5X4 whole entry, looked up): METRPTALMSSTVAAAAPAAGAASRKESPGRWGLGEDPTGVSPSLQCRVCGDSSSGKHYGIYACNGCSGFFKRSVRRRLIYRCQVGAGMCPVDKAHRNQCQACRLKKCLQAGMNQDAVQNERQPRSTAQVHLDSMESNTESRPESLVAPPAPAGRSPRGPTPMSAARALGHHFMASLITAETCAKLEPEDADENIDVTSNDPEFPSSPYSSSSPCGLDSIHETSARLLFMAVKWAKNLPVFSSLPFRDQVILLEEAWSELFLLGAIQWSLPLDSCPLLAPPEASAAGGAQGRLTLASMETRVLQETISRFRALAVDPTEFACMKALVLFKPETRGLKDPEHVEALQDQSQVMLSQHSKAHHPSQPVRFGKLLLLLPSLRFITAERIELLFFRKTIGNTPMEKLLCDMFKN
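Material: NR2E3–RetCOR corepressor complex / Amount: 1.35 nM GST-NR2E3 / Medium: Tris pH 7.5 / Compound: single nominal compound dose of 4.8 µM / Incubation: 5 h at 4 °C / Technique: TR-FRET, Eu(K)-anti-GST donor, streptavidin-D2 acceptor, ex 340, em 617/671 nm / Read-out basis: percent loss of FRET ratio relative to control wells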
MITF TRPM1 inh: MITF TRPM1 promoter inhibition in SK-MEL-5 cells; SK-MEL-5 TRPM1 promoter luciferase, 24 h; inhibition, % at 12.5 µM; 330,000 tested, 0.83% active;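 active means mean inhibition across replicates of 60% or more, whatever share of single replicates reaches that level; inconclusive means some that reach 60%, reason not given; inactive means mean inhibition across replicates below 60%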; further: values of inactives mirror those of a sister screen read the other way
CaV13 FRET inh: Disruptors of the CACNA1D IQ motif to Ca2+-dependent inactivation inhibitor domain association, primary screening, Förster resonance energy transfer in intact living …. HEK cells, CFP/YFP FRET ICDI-IQ, plate reader, 10 min; percent FRET-ratio fall versus neutral wells. inhibition, % at 12.3 µM. 340,000 tested, 0.098% active. AID 743397;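 active means mean replicate inhibition of at least 30% and at least 1% of replicates passing that level; inconclusive means only one of the two criteria is met; inactive means neither criterion is met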;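 further: 0% = median of the neutral control wells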
PDI inh: blocks human protein disulfide isomerase activity; P07237; PDI insulin aggregation turbidity, A650, 90 min; inhibition, % at 10 µM; 350,000 tested, 0.052% active; AID 588391;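 active means mean inhibition across replicates of 30% or more, whatever share of single replicates reach that level; inconclusive means mean inhibition below 30% while every single replicate reaches 30%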;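 further: absorbance from insulin aggregation driven by PDI reduction with DTT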
Target sequence (P07237 whole entry, looked up): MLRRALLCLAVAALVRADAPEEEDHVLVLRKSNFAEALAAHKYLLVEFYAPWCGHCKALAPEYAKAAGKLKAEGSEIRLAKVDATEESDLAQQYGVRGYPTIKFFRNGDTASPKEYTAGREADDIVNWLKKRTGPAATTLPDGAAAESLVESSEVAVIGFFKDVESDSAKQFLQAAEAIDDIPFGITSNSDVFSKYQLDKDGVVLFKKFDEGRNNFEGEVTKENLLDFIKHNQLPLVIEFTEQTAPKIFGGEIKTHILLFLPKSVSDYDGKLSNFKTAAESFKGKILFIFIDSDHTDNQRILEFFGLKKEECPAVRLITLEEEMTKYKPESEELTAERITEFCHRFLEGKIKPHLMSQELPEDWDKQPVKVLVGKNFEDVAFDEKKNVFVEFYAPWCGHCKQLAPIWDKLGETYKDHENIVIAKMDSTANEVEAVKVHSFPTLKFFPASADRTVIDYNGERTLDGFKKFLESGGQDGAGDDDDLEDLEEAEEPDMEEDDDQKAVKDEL
CF NFkB inh: blocks PAF-induced NF-kB reporter in cystic fibrosis cells. 360,000 tested, 0.86% active. AID 588850. KKLEB NF-kB-GFP reporter, GFP fluorescence overnight. inhibition, % at 5 µM;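 active means at least 50% inhibition at 5 µM, scaled per plate between neutral and stimulator controls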;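 further: PAF is a Pseudomonas aeruginosa culture filtrate used as stimulus; plate controls were PAF-stimulated DMSO wells for no effect and unstimulated DMSO wells for full effect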
KKLEB cytotox: reduces viability of KKLEB cystic fibrosis airway cells; AID 602141; activity change (cytotoxicity), % at 5 µM; 360,000 tested, 0.36% active; KKLEB CF airway cells viability, ATPlite luminescence, overnight; active compounds read low; cells stimulated with P. aeruginosa culture filtrate;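 active means corrected activity change at or below -50% at 5 µM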
Vif inh: HIV Vif inhibition | HEK293T cells, Vif self-association by quenched fluorescence, imaging, 24 h | inhibition, % at 7.49 µM | 340,000 tested, 0.35% active | AID 602346; in the data active means inhibition above about 50%, passing the limit was not always enough; inconclusive means no clear call, values can overlap the other calls; inactive means below about 31%; further: some results filed as inactive read as strong as hits
Peg3 prom inh: inhibitors of Peg3 promoter; 360,000 tested, 1.7% active; HeLa PEG-Prom luciferase reporter, luminescence, overnight; inhibition, % at 20 µM; AID 588405;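 active means inhibition of at least 50% at 20 µM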
NR2E3 ag-2: agonists of human NR2E3 nuclear receptor; Q9Y5X4; CHO-S Gal4-NCOR/VP16-NR2E3 two-hybrid, luciferase; inhibition of corepressor binding, % at 3.98 µM; 360,000 tested, 0.35% active; AID 602229;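 active means inhibition above the mean of all tested compounds plus 3 SD, cut at about 70% in these data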;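 further: 0% = DMSO with NR2E3 transfected cells and 100% = cells lacking NR2E3 construct; higher means lower luciferase signal from less NR2E3 corepressor binding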
Active calls of the source: *; ? = inconclusive; . = not tested or not shown; + = active, no number.

SMILES	Shn3 3UTR inh	HIF-2a inh	NR2E3 ag-1	MITF TRPM1 inh	CaV13 FRET inh	PDI inh	CF NFkB inh	KKLEB cytotox	Vif inh	Peg3 prom inh	NR2E3 ag-2
CC(C)NC(=O)N(C)C[C@@H]1Oc2ccc(NC(=O)Nc3ccc(C(F)(F)F)cc3)cc2CC(=O)N([C@H](C)CO)C[C@@H]1C	-2	14	.	0	-5	1	17	5	5	3	-9
O=C(CN1CCN(Cc2ccccc2)CC1)N=Nc1c(O)[nH]c2ccccc12	-19	13	-1	-5	-5	-1	-3	-8	1	52*	-10
COc1cc(Nc2c3ccccc3nc3ccccc23)cc(OC)c1OC	55	46*	-4	?	-4	-4	-96	5	-13	107*	2
COc1ccc(/C=C\C(=O)c2c(O)ccc3c(C)cc(=O)oc23)cc1OC	-14	55*	2	-2	.	-3	17	1	-7	42	-40
COc1ccc(C)cc1NC(=O)CSCc1ccccc1C	1	8	3	-8	-18	-1	15	1	0	12	-22
COC(=O)C1=C(C(=O)OC)[C@@H]2N(C)c3ccc(OC)cc3[C@@]23C[C@@H](C(=O)OC)N(C(=O)c2cccs2)C3=N1	0	6	-2	9	.	2	54*	0	10	19	-16
CCCCN(C)Cc1cc(=O)oc2cc3c(cc12)CCCC3	21	-49	0	14	-4	-4	3	-6	27	-1	11
OCCOc1ccc(CN2CCCC(N3CCN(c4ccc(F)cc4)CC3)C2)cc1 (configuration not stated)	1	9	5	-5	-3	1	-7	14	-5	15	29
S=C1NCN(Cc2ccco2)CN1Cc1ccco1	7	10	-3	-11	-20	-3	-8	-8	6	13	-11
CCn1c(-c2ccccc2)c(C(=O)CC#N)c2ccccc21	18	-4	1	-1	-9	-1	20	-1	-3	7	-18
O=C(CN1CCCC1)N/N=C/c1c(O)ccc2ccccc12	91*	-3	-3	38	0	0	3	7	-14	32	-13
O=C(NCC(=O)N(c1ccc(F)cc1)C(C(=O)NC1CCCCC1)c1ccncc1)c1ccco1 (configuration not stated)	9	10	-1	8	-3	3	1	0	4	0	11
O=C(Nc1ccc2c(c1)OCO2)C1CCCN(c2nc3ccccc3s2)C1 (configuration not stated)	5	-23	0	6	-8	-7	-13	7	0	-5	-99
Cc1cc(C)c(NC(=O)COc2cccnc2[N+](=O)[O-])c(C)c1	16	-15	2	7	-6	-6	6	7	-2	-5	-15
COC(=O)c1cc(OC)c(OC)cc1NC(=S)Nc1cccc(C(C)=O)c1	-20	1	2	-4	-4	-3	-1	13	2	-21	-30
COc1ccc2nc(NC(=O)c3ccc([N+](=O)[O-])o3)sc2c1	-15	-136	2	14	-20	-3	66*	-21	-2	-25	-3
Cc1ccccc1NC(=O)Cc1nc(COC(=O)c2cc(Br)ccc2O)cs1	-1	8	3	5	-2	-9	-7	9	-2	2	-4
COCCN1C=C(C(=O)OC)C(c2ccc(Cl)cc2)C(C(=O)OC)=C1	-16	39	-3	-3	+	17	-14	-6	-3	15	6
CCCCN(CC)CCNC(=O)c1nn(-c2ccc(OC)cc2)c(=O)c2c1c1ccccc1n2C	5	15	-4	-1	10	1	7	-2	-5	19	-2
Cn1c(=O)c(C(=O)NCCCc2ccccc2)c(O)c2ccccc21	5	-106	.	-1	-2	4	-19	17	-1	-34	-15
COc1ccc(C2C(C#N)=C(C)NC3=C2S(=O)(=O)c2ccccc23)cc1 (configuration not stated)	1	32	7	1	-9	-14	-7	5	-5	25	1
COc1ccc(Oc2nc(-c3ccccn3)ncc2OC)cc1	5	12	1	3	-6	2	-15	4	3	1	73*
COc1ccc(OC)c(NC(=O)c2oc3ccccc3c2NC(=O)C2CC2)c1	-2	3	0	12	-13	9	-8	7	0	9	-2
COc1ccc(C(=O)Nc2ccnn2C2CCN(Cc3cnn(C)c3)CC2)cc1	11	-1	2	5	-8	-7	9	-6	11	13	14
COC(=O)c1sc(NC(=O)COc2ccc(C)cc2)nc1C	-1	-37	3	-14	-8	12	-18	17	11	-59	-8
More entries:
SMILES	Shn3 3UTR inh	HIF-2a inh	NR2E3 ag-1	MITF TRPM1 inh	CaV13 FRET inh	PDI inh	CF NFkB inh	KKLEB cytotox	Vif inh	Peg3 prom inh	NR2E3 ag-2
O=C(COC(=O)c1n[nH]c2ccccc12)c1ccc(F)c(F)c1	-4	-31	-1	-25	-15	-14	-1	5	.	-20	-18
C[C@@H](C(=O)NCc1ccccn1)[C@H]1C[C@]1(C)[C@H](NC(=O)OCc1ccccc1)c1ccccc1	-10	-16	2	-6	-5	7	-14	-2	-3	17	-18
CC(=O)C[C@H]1c2cc(C(F)(F)F)ccc2S(=O)(=O)N1Cc1ccccc1	-3	8	4	0	-11	-4	-4	-8	-1	6	25
CCOC(=O)c1oc2cccc(O)c2c1CN1CCOCC1	11	-7	1	11	-4	6	-13	-1	-3	7	-7
Cn1c(=O)n(C/C=C/c2ccccc2)c(=O)c2c1nc1n2CCCN1c1ccc(F)cc1	23	29	2	26	-4	-5	19	-17	-17	47	-11
Cc1ccc(OCCNC(=O)CNC(=O)c2ccc(C)c(C)c2)cc1	-6	6	0	-1	-6	0	31	-12	0	-6	6
Cc1nnc(NC2(C(F)(F)F)C(=O)Nc3c2c(=O)n(C)c(=O)n3C)s1 (configuration not stated)	3	10	0	-6	0	13	-7	2	13	10	15
Cc1ccc(S(=O)(=O)NC(=O)C2(C)CCN2C(=O)Cc2ccc(Cl)cc2Cl)cc1 (configuration not stated)	-17	0	.	.	-6	12	17	-10	-3	11	-14
O=c1[nH]c(C(Cl)Cl)nc2sc3c(c12)CCN(Cc1ccccc1)C3	-17	0	0	-9	-1	-2	-14	24	5	6	0
CC(C)[C@@H](N)C(=O)NCC1CCC(C(=O)N[C@@H](Cc2ccccc2)C(=O)O)CC1 (some centres not stated)	-8	12	-2	-5	-4	3	-2	7	-15	-2	-3
CCC(C)[C@H](NS(=O)(=O)c1ccc(C)cc1)C(=O)N1CCC(C(=O)N2CCC(C(=O)OC)CC2)CC1 (some centres not stated)	3	6	2	-2	.	.	-5	-5	6	-13	6
COc1ccc2cc(C(=O)NCC(=O)O)sc(=O)c2c1OC	-8	25	.	-3	.	-4	-3	0	-2	11	11
O=[N+]([O-])c1ccc(CS(=O)(=O)N2CCN(c3ccccc3)CC2)cc1	20	-3	-3	-15	-6	-10	0	4	1	8	-2
CN(N)c1nc(-c2ccccc2)nnc1C(F)(F)F	-10	-6	0	8	.	21	7	-1	2	-6	-14
O=C(c1ccco1)N1CCN(Cc2cccc3ccccc23)CC1	12	6	7	3	-4	10	2	0	7	2	14
O=S(=O)(c1ccccc1Cl)N1CCCC1c1nc(-c2ccc(Cl)cc2)no1 (configuration not stated)	9	-35	5	7	-4	-4	-22	-3	-29	-2	4
NS(=O)(=O)c1ccccc1NC(=S)Nc1ccccc1S(N)(=O)=O	9	9	-3	-7	-18	-2	2	8	2	14	3
Cc1c(C2(O)CCCCC2)[nH]c2ncccc12	-7	-17	-2	-12	-5	0	16	3	-6	-11	-12
O=C(CC1CCCC1)Nc1cccc(Br)c1	-9	-156	2	-22	-3	-2	-1	1	-2	-83	-17
CCOC(=O)c1c(NC(=O)CC)sc(C(=O)NC2CCCC2)c1C	-10	-150	4	-3	-5	-6	17	-3	7	-26	-25
O=S(=O)(c1cccs1)N1CN(Cc2ccc(Cl)cc2)c2nc3ccccc3nc21	-14	-142	-4	-3	-7	0	-4	0	1	-130	-43
O=C(Cn1nc(C(=O)O)c2ccccc2c1=O)NCc1ccco1	36	10	0	8	-5	6	-14	5	0	20	13
O=C(Cc1ccc(S(=O)(=O)N2CCOCC2)s1)N(Cc1ccccc1)c1ccccc1	26	17	-2	-4	-2	3	-10	7	2	14	15
COc1ccc(N(CC(=O)N2CCN(c3cc(C)ccc3C)CC2)S(=O)(=O)c2c(C)noc2C)cc1	24	-2	0	-2	-13	-9	8	9	8	-11	-13
COc1ccc(Cl)cc1NC(=O)COC(=O)CCNS(=O)(=O)c1cccs1	-8	2	.	1	-5	4	14	1	.	-3	1
Later entries.
SMILES	Shn3 3UTR inh	HIF-2a inh	NR2E3 ag-1	MITF TRPM1 inh	CaV13 FRET inh	PDI inh	CF NFkB inh	KKLEB cytotox	Vif inh	Peg3 prom inh	NR2E3 ag-2
COc1ccc(NC(=S)Nc2ccc(S(=O)(=O)N3CCOCC3)cc2)c(OC)c1	4	5	-1	8	-6	-5	9	-1	-10	13	-12
O=C(/C=C/c1ccco1)N1CCN(c2ccccc2)CC1	-19	-44	0	4	-3	-2	-8	2	5	-47	-39
CN(C(=O)c1cc(-c2cccs2)nn1-c1ccccc1)C1CCS(=O)(=O)C1 (configuration not stated)	9	13	.	.	-18	-7	-33	22	0	6	0
CCn1c(SCC(=O)OC)nnc1-c1ccccc1	2	13	1	-10	-5	2	-2	13	-2	39	9
O=C(OCc1ccccc1)N1CCC2CC1c1ccc(N3CCOCC3)cc12 (configuration not stated)	-27	-159	.	.	-6	3	-4	-9	1	-124	-54
O=C(Nc1cnn(Cc2ccc(F)cc2)c1)C(c1ccccc1)c1ccccc1	-1	26	0	4	-5	19	5	0	-11	6	38
COc1ccc(C(C)NC(=O)C23CC4CC(CC(C4)C2)C3)cc1OC (configuration not stated)	11	11	-1	6	-21	2	0	8	1	17	-25
Cc1ccc(S(=O)(=O)N2CCCC2C(=O)n2nc(C)cc2C)cc1 (configuration not stated)	3	17	0	1	-5	-18	3	14	-9	7	-1
O=C(O)c1cccnc1SCc1cccc(Cl)c1	-20	1	2	-18	-7	8	-13	-6	22	-19	-24
CN(Cc1nc(-c2ccc(C(F)(F)F)cc2)no1)C1CCOCC1	3	8	-2	3	-1	-1	1	3	-6	-5	7
CSc1nc2c(cc1C#N)CCC2	-11	11	1	4	-5	3	6	7	-3	6	-11
CC(C)c1nc(SCC(=O)Nc2ccc3c(c2)OCCO3)c2c(=O)n(C)c(=O)n(C)c2n1	4	4	4	-1	1	.	39	-2	1	28	-17
COc1ccc(CNc2ncnc(N)n2)cc1	5	2	3	1	-5	0	14	-6	1	-10	-31
CCOC(=O)N1CCN(C(=O)c2cnsn2)CC1	-5	2	4	6	-6	3	15	-4	-2	-5	-13
O=C(Cc1ccccc1Cl)NCCCn1ccnc1	-1	8	1	7	-5	-17	-18	1	5	12	8
C=CCc1cc(Cl)ccc1OCCNCCN1CCOCC1	-5	9	0	2	-6	4	-9	1	2	-4	3
